Screens as filed in PubChem BioAssay.
PLCb3 inh = PLC-beta3 (human) inhibition, primary screen; Q01970; Purified PLC-beta3, fluorogenic substrate, fluorescence; inhibition, % at 12.2 µM; 370,000 tested, 0.18% active; AID 720704; in the data active = inhibition above about 11%;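 note: 0% = median of compound wells on plate and 100% = full blocker control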
Tn7 DDE FP = disrupts Tn7 cyclic peptide binding to fibrin D-Dimer-E complex | P02675 | FP displacement of FITC-Tn7 peptide from fibrin DD(E); 0% = median of compound wells per plate | inhibition, % at 8.3 µM | 370,000 tested, 0.13% active;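 active = inhibition above the mean of compounds falling within the control limits plus 3 SD of them, cut at about 14% in these data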;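 note: 0% = plate median of compound wells and 100% = 10 µM Aha-Tn7 peptide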
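Assay system: Human fibrin DD(E) protein | Medium: Tris buffer with calcium and detergent, pH 7.8 | Reagent: 0.1 µM fluorescent Tn7 | Compound dosing: Single point at 8.3 µM | Times: 10 min preincubation, 3 h with tracer, room temperature | Detection: Fluorescence polarization of the labelled Tn7 tracer | Controls: Aha-Tn7 high control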
UHRF1 MBD2 ctr = blocks human UHRF1 binding to methylated DNA; UHRF1 binding to methylated oligo, TR-FRET; 370,000 tested, 0.75% active; AID 687016; inhibition, % at 4.4 µM; in the data active = inhibition above about 21%;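 note: UHRF1 SRA domain binding a hemimethylated CpG hairpin DNA probe; 0% = median of test compound wells and 100% = reference inhibitor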
DDE Tn6 FP inh = DD(E)-Tn6 binding inhibition, primary FP screen. P02675. Fibrin DD(E) TRITC-Tn6 fluorescence polarization displacement. inhibition, % at 8.3 µM. 370,000 tested, 0.21% active. AID 720509;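 active = inhibition above a per-campaign cutoff: mean of compounds within control limits plus 3 SD, cut at about 15% in these data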;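 note: 0% = median of all compound wells on the plate and 100% = blocking peptide control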
ASAP1 GAP inh = blocks human ASAP1-stimulated Arf1 GTP hydrolysis | Q9ULH1 | GDP FP detection | inhibition, % at 16.5 µM | 360,000 tested, 0.19% active | AID 624377; in the data active = inhibition above about 25%;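 note: 0% = vehicle with enzyme and substrate and 100% = no enzyme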
Target sequence (Q9ULH1 325-724 limits assumed): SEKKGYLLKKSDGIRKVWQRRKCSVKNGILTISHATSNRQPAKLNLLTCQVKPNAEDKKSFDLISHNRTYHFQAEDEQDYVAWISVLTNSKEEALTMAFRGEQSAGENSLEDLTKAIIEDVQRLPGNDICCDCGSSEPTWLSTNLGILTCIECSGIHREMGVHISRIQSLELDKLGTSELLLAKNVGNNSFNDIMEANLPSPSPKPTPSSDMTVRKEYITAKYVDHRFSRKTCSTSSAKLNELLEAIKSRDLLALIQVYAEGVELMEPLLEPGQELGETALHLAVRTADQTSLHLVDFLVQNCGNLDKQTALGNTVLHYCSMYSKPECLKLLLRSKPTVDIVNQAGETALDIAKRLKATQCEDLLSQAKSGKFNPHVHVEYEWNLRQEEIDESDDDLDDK
ADAM17 inh = inhibitors of human ADAM17; recombinant ADAM17, EDANS/DABCYL FRET peptide cleavage; inhibition, % at 6.95 µM; 370,000 tested, 0.83% active; AID 720648;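 active = inhibition above the mean of compounds lying between control limits plus 3 SD, set per campaign, cut at about 8.5% in these data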;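 note: 0% = DMSO-only wells as the low control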
Target sequence (P78536 215-824 limits assumed): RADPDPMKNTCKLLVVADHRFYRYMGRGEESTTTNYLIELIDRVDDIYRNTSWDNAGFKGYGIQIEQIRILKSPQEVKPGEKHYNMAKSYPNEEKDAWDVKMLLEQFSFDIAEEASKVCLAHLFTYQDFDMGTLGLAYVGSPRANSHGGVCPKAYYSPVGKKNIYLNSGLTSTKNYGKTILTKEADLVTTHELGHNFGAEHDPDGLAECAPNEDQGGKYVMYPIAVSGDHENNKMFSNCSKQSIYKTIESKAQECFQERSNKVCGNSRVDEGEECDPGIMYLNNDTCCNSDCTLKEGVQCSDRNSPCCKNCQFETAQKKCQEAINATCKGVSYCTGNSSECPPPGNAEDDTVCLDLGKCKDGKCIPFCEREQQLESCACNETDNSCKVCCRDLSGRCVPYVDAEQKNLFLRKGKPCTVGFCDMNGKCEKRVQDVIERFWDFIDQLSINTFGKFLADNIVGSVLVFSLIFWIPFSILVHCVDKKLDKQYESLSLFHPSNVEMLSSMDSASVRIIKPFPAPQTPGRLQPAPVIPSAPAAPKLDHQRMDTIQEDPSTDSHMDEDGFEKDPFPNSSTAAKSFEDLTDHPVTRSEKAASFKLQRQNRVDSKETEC
KLK7 zymogen act = proKLK7 (human) activation, primary screen | P49862 | purified proKLK7, EDANS-DABCYL substrate fluorescence; 100% is mature enzyme control, 0% vehicle | activation, % at 7 µM | 370,000 tested, 0.9% active | AID 652039;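 active = activation above the mean of all tested compounds plus 3 SD, computed per campaign excluding outliers beyond control limits, cut at about 13% in these data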
PLC-gamma1 inh = PLC-gamma1 (human) inhibition, primary screen. 370,000 tested, 0.84% active. inhibition, % at 12.2 µM. AID 720700. purified PLC-gamma1, fluorogenic substrate, fluorescence. P19174; in the data active = inhibition above about 9.5%
MBD2 DNA inh = inhibitors of human MBD2 binding to methylated oligonucleotide; Q9UBB5; TR-FRET; inhibition, % at 4.4 µM; 370,000 tested, 0.31% active; in the data active = inhibition above about 13%
ARFGAP1 inh = rat ARFGAP1 inhibition; Q62848; Arfgap1-stimulated ARF1 GTP hydrolysis, GDP FP detection; inhibition, % at 16.5 µM; 360,000 tested, 0.26% active;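 active = inhibition above a per-plate limit, mean inhibition of low control wells plus 3 SD, cut at about 25% in these data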;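 note: 0% = DMSO wells with enzyme and 100% = wells lacking Arfgap1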
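System: truncated rat Arfgap1 GAP domain / Benchmarks: high control wells lacking Arfgap1, low control full reaction with DMSO / Times: compound-enzyme preincubation 20 min, reaction 120 min, detection 60 min, 25 °C / Repeats: one replicate per compound / Also added: human ARF1(Δ1-17)-GTP substrate / Measured by: Tracer-displacement fluorescence polarization with EDTA stop, 620/688 nm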
* hit, by the source's call; x = no result given.

PLCb3 inh | Tn7 DDE FP | UHRF1 MBD2 ctr | DDE Tn6 FP inh | ASAP1 GAP inh | ADAM17 inh | KLK7 zymogen act | PLC-gamma1 inh | MBD2 DNA inh | ARFGAP1 inh | smiles
0 | 3 | 7 | -2 | 5 | -1 | -0.1 | 4 | 1 | 11 | O=C(COc1ccc(Br)cc1)N/N=C1\SCC(=O)N1c1ccc(F)cc1
-3 | -6 | -1 | 6 | 0 | -2 | -0.5 | 1 | 3 | -1 | Nc1nnc(-c2cccnc2)s1
-1 | -8 | -7 | 3 | 4 | 0 | -0.1 | 0 | -3 | 6 | CCOC(=O)Cn1cc(/C=N/NC(=O)CC#N)c2ccccc21
-12 | -4 | -3 | -3 | 4 | -1 | 0.3 | -5 | -2 | 1 | O=C(Nc1ncccc1O)c1cc2ccccc2o1
-5 | -1 | -2 | -1 | -15 | -1 | -0.5 | -4 | 0 | 11 | CC(C)CCOc1ccc(C(=O)NN2C(=O)NC3(CCCCC3)C2=O)cc1
-2 | 2 | 0 | -2 | 3 | -7 | 0.2 | -1 | -2 | 0 | O=C(NCc1ccc2c(c1)OCO2)C1CCCN(S(=O)(=O)c2cccnc2)C1 (stereo not given)
-4 | -5 | -8 | -1 | -15 | -4 | 0.1 | 3 | -7 | -1 | NC(N)=N/N=C/c1ccc(Cl)c(Cl)c1
0 | -5 | 0 | 2 | -9 | 2 | 0.8 | 1 | 1 | 11 | COCCOC(=O)N1CCCCC1c1cc(C(=O)Nc2cccc3c2CCCC3)no1 (stereo not given)
-1 | -1 | -3 | -3 | 5 | 1 | 0.7 | 0 | 1 | -3 | CCc1ccc(NC(=O)CN(c2ccc(OC)cc2)S(=O)(=O)c2c(C)nn(C)c2C)cc1
-8 | -3 | -2 | -1 | 4 | -6 | -0.6 | -5 | -1 | 1 | Cc1cc(=O)oc2cc(OCC3CC(c4ccc(N(C)C)cc4)=NO3)ccc12 (stereo not given)
-3 | -10 | 0 | -5 | 1 | 1 | -0.4 | -1 | -1 | 7 | C/C(CC(=O)Nc1ccc2c(c1)OCCO2)=N\NC(=O)C(=O)Nc1ccccc1C
0 | -5 | -1 | 1 | -6 | 1 | 0.8 | 3 | 1 | 1 | CC1(C)CC(Cc2cccc(C(F)(F)F)c2)N(C(=O)OC(C)(C)C)C1 (stereo not given)
-7 | 1 | -2 | 0 | -7 | -5 | 0.3 | -3 | 0 | 13 | CN(C(=O)CSc1cn(CC(=O)N2CCOCC2)c2ccccc12)c1ccccc1
0 | 0 | 0 | 8 | 10 | 1 | 0.4 | 0 | 1 | 0 | O=C(CN(c1ccc(F)cc1)S(=O)(=O)c1ccc2c(c1)OCCO2)Nc1ccccc1
-3 | 6 | -1 | -1 | 7 | -2 | 0.0 | -3 | -3 | -2 | COc1cc(NC(=O)c2ccc(C)cc2)c(OC)cc1NC(=O)CN1CCOCC1
4 | -7 | 3 | -8 | -6 | 5 | 0.1 | 3 | 2 | 7 | CN(C)C(=O)CCc1ccc2c3c([nH]c2c1)[C@]1(C)[C@@H](C(=O)N2CCOCC2)C[C@H](CC(=O)NCC24CC5CC(CC(C5)C2)C4)C(=O)N1CC3
3 | -10 | 13 | -8 | -6 | -1 | 0.7 | -2 | 3 | 29* | CCC1Nc2ncnc(N3CCCCC3)c2N(Cc2ccc(Cl)cc2)C1=O (stereo not given)
3 | -4 | 12 | -6 | -6 | 2 | -0.1 | 2 | -2 | 8 | COc1ccc(-c2csc(N3CCC(c4ccccc4)CC3)n2)cc1
-58 | 6 | 2 | 5 | -5 | -19 | -0.4 | -37 | 3 | 3 | C=CCn1c(SCc2nc3ccccc3[nH]2)nnc1-c1ccncc1
-6 | -3 | 4 | 1 | 8 | -2 | 0.4 | -4 | 2 | 5 | O=C(O)C(=Cc1ccccc1[N+](=O)[O-])c1ccc2c(c1)OCO2
-6 | 4 | 3 | -4 | -2 | -8 | 0.2 | 1 | 2 | 10 | CCCCCCCCCCCCS(=O)(=O)CCC(=O)O
-3 | 6 | -1 | -1 | -7 | -18 | 0.8 | 2 | -7 | -5 | CCOC(=O)CSc1nc(=O)n2cc(C)ccc2n1
-5 | 9 | 2 | 6 | 9 | -3 | 0.0 | -2 | 3 | -8 | O=C(NCc1ccco1)Nc1ccc(OC(F)(F)F)cc1
-8 | -3 | 0 | 6 | -11 | -2 | 0.6 | -1 | -8 | -6 | O=C(CCc1ccccc1)N=C1SC2CS(=O)(=O)CC2N1Cc1ccc(F)cc1 (stereo not given)

2 compounds picked at random from the list so far, as already listed:
PLCb3 inh | Tn7 DDE FP | UHRF1 MBD2 ctr | DDE Tn6 FP inh | ASAP1 GAP inh | ADAM17 inh | KLK7 zymogen act | PLC-gamma1 inh | MBD2 DNA inh | ARFGAP1 inh | smiles
-58 | 6 | 2 | 5 | -5 | -19 | -0.4 | -37 | 3 | 3 | C=CCn1c(SCc2nc3ccccc3[nH]2)nnc1-c1ccncc1
-8 | -3 | -2 | -1 | 4 | -6 | -0.6 | -5 | -1 | 1 | Cc1cc(=O)oc2cc(OCC3CC(c4ccc(N(C)C)cc4)=NO3)ccc12 (stereo not given)

Limited to MBD2 DNA inh and ARFGAP1 inh, for 3 of the compounds above:
mol,MBD2 DNA inh,ARFGAP1 inh
COc1ccc(-c2csc(N3CCC(c4ccccc4)CC3)n2)cc1,-2,8
C=CCn1c(SCc2nc3ccccc3[nH]2)nnc1-c1ccncc1,3,3
O=C(O)C(=Cc1ccccc1[N+](=O)[O-])c1ccc2c(c1)OCO2,2,5

Next section
PLCb3 inh | Tn7 DDE FP | UHRF1 MBD2 ctr | DDE Tn6 FP inh | ASAP1 GAP inh | ADAM17 inh | KLK7 zymogen act | PLC-gamma1 inh | MBD2 DNA inh | ARFGAP1 inh | smiles
-5 | 3 | 3 | 0 | -17 | 0 | 0.4 | 2 | -2 | -12 | COCC1CCN(C(=O)CCc2nnc(C3(c4ccc(Cl)cc4)CCC3)o2)C1 (stereo not given)
-1 | -1 | -1 | 7 | -1 | -3 | 0.0 | -1 | -2 | 1 | C=C(C)CSc1nc2nc(C)c(Br)cc2[nH]1
-14 | -4 | -2 | -15 | -3 | -7 | 1.2 | -13 | -4 | 1 | CC(C)OC(=O)C(C#N)c1nc2ccccc2nc1N1CCN(Cc2ccccc2)CC1 (stereo not given)
3 | -7 | -1 | -4 | 4 | 0 | -0.1 | 0 | 0 | 1 | O=C(NCCCN1CCCCCC1)C1CCCN(S(=O)(=O)c2cccc3nsnc23)C1 (stereo not given)
-7 | 2 | 2 | -1 | 12 | 0 | -0.4 | -4 | 2 | -9 | C/C(=C\C(=O)c1c(O)cc(C)oc1=O)N(C)C
0 | 0 | -1 | 8 | -1 | -2 | -1.3 | 0 | 4 | -13 | Cn1cc(/C=N/n2cnc3scc(-c4ccccc4)c3c2=O)c2ccccc21
-5 | 1 | 5 | 1 | -4 | 0 | 0.7 | 1 | 0 | -5 | COc1ccc(S(=O)(=O)NCC(=O)NCCc2ccc(OC)c(OC)c2)cc1
1 | 12 | 0 | 2 | -10 | -5 | -0.4 | -1 | 2 | 1 | Cc1cccc(CSc2ncc(CO)n2C)c1
-42 | -6 | -6 | 3 | x | -2 | x | -31 | 4 | x | Oc1ccc(/C=C/c2ccccc2F)c2cccnc12
-7 | 9 | -3 | 2 | -10 | -2 | 0.8 | 0 | -3 | 0 | Cc1cccc(C)c1CC(=O)N1CCOCC1
-20 | -4 | -3 | 9 | -4 | -5 | 1.6 | -19 | -7 | -6 | COC(=O)CCCC1=CC2=CC(=O)C(C)(OC(=O)c3cccs3)C(=O)C2=CN1Cc1ccccc1 (stereo not given)
-6 | -4 | -2 | -1 | 0 | -1 | 0.9 | -2 | 2 | 10 | Cn1cccc1C(=O)NCC1COc2ccccc2O1 (stereo not given)
-17 | -3 | 1 | 1 | 6 | -6 | -0.6 | -1 | 4 | -8 | CCn1cc(C(=O)O)c(=O)c2cc(F)c(N3CCN(C(=S)NC(=O)c4ccccc4F)CC3)cc21
2 | -5 | -4 | -1 | -2 | 0 | 0.2 | -1 | -4 | -6 | CC1Oc2ccccc2N(CC(=O)N2CCCc3ccccc32)C1=O (stereo not given)
-12 | 6 | -3 | 0 | -14 | -1 | 0.8 | -5 | -4 | 8 | O=C(NC1CCCCCCC1)c1cc(COc2ccc3ncccc3c2)on1
-35 | 7 | 0 | 0 | 13 | 2 | -0.1 | 2 | -1 | -8 | Cc1cccc2sc(NC(=O)CN(C)S(=O)(=O)c3cccs3)nc12

An excerpt from above in order of the ASAP1 GAP inh value, lowest first:
SMILES	ASAP1 GAP inh
O=C(NC1CCCCCCC1)c1cc(COc2ccc3ncccc3c2)on1	-14
CC1Oc2ccccc2N(CC(=O)N2CCCc3ccccc32)C1=O (stereo not given)	-2
C/C(=C\C(=O)c1c(O)cc(C)oc1=O)N(C)C	12

(next part)
PLCb3 inh | Tn7 DDE FP | UHRF1 MBD2 ctr | DDE Tn6 FP inh | ASAP1 GAP inh | ADAM17 inh | KLK7 zymogen act | PLC-gamma1 inh | MBD2 DNA inh | ARFGAP1 inh | smiles
-16 | -5 | -6 | -4 | 1 | -3 | 0.4 | -6 | 3 | -2 | CC1CCCC(C)N1C(=O)Cn1cnc2cc([N+](=O)[O-])ccc2c1=O (stereo not given)
0 | -5 | -15 | 5 | -3 | 0 | 0.3 | 1 | -6 | 10 | Cc1ccccc1NC(=O)CC1SC(=O)N(c2ccccc2)C1=O (stereo not given)
-5 | -4 | -2 | -1 | -4 | -2 | -0.4 | 1 | 4 | 2 | Cc1[nH]c2ccccc2c1CCO
-2 | 6 | 2 | 5 | 4 | 0 | -0.2 | 0 | -2 | 4 | CN(CCOc1ccccc1)CC(=O)Nc1cccc(Br)c1
3 | 5 | 4 | -4 | 4 | 1 | 0.4 | 9 | -3 | -9 | O=C(CSc1nc2ccccc2c(=O)n1C1CC1)NCc1ccccc1
-34 | 4 | -1 | 8 | 1 | -37 | 1.0 | -16 | 4 | 11 | COC(=O)CSc1nc2nc(-c3cccs3)cc(C(F)(F)F)c2c(=O)[nH]1
1 | -2 | 0 | 2 | -7 | 3 | 0.9 | 3 | 2 | 5 | COC(=O)[C@H]1C[C@@H]1[C@H](NS(=O)(=O)c1ccc2ccccc2c1)c1ccccc1
-7 | -3 | -3 | -4 | 10 | -6 | -0.3 | 1 | 1 | -3 | O=c1[nH]cnc(O)c1C(c1ccc(F)cc1)c1c(O)nc[nH]c1=O
-3 | -7 | -4 | 4 | -10 | -5 | -0.4 | -2 | 1 | 6 | COc1ccc(N2C(=O)/C(=C\c3ccco3)N=C2SCC(=O)NC(C)C)cc1Cl
6 | 5 | -1 | 7 | 6 | 4 | 0.4 | -1 | 1 | -8 | Cc1ccc([C@H]2C[C@@H](n3cc(COC(=O)c4ccccc4)nn3)[C@H](O)CN2C(=O)C2CCCCC2)cc1
0 | 4 | 2 | -4 | -2 | -4 | -0.8 | 2 | 8 | 2 | O=C(NCCc1ccccc1)C(=O)NCC1CCCO1 (stereo not given)
-3 | -1 | 0 | 1 | 3 | 2 | -0.6 | 2 | -4 | -6 | CC1(C(=O)OCC(=O)Nc2ccc(C(N)=O)cc2)CC1(Cl)Cl (stereo not given)

Random draw from the library, and some 4.1% of all compounds hit somewhere here.
